mlh1 rad18: NCI yeast anticancer drug screen, S. cerevisiae mlh1 rad18 strain; % growth inhibition at 50 µM; actives 11% (n = 79,000);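 further: 0% = growth of vehicle-only cultures of the same strain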
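Growth inhibition of the yeast strain was measured after compound exposure and expressed relative to vehicle-treated controls. The strain carries defined defects in DNA damage repair.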
mec2-1: NCI yeast anticancer drug screen, S. cerevisiae mec2-1 strain. actives 9% (n = 79,000). growth inhibition, % at 50 µM;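 further: 0% = growth of vehicle-only cultures of the same strain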
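Strain: mec2-1 (DNA repair/cell cycle alteration). Compound exposure, then growth measured; inhibition expressed relative to vehicle.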
yeast rad50: NCI yeast anticancer drug screen, S. cerevisiae rad50 strain; actives 10% (n = 79,000); growth inhibition, % at 50 µM;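 further: 0% = growth of vehicle-only cultures of the same strain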
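A DNA repair-deficient yeast mutant serves as the test organism; compound-induced growth inhibition is calculated against vehicle-treated cells.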
bub3: NCI yeast anticancer drug screen, S. cerevisiae bub3 mutant strain | % growth inhibition at 50 µM | actives 9.9% (n = 78,000) | AID 167;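 further: 0% = growth of vehicle-only cultures of the same strain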
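Growth of a checkpoint-deficient yeast mutant is measured after compound exposure. Values represent inhibition relative to vehicle.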
yeast sgs1 mgt1: NCI yeast anticancer drug screen, S. cerevisiae sgs1 mgt1 strain; % growth inhibition at 50 µM; actives 10% (n = 78,000); AID 161;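 further: 0% = growth of vehicle-only cultures of the same strain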
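Test agents were incubated with a DNA-repair-mutant yeast strain. Growth was then read and compared against vehicle-treated controls.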
yeast cln2 rad14: NCI yeast anticancer drug screen, S. cerevisiae cln2 rad14 strain; AID 165; actives 8.3% (n = 78,000); % growth inhibition at 50 µM;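 further: 0% = growth of vehicle-only cultures of the same strain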
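Growth of compound-exposed yeast (cln2 rad14 genotype) measured and expressed as inhibition relative to vehicle.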
Active calls of the source: *; & = joins results of further samples; ! = not active in a repeat. No stated cut-off is given here; in the data, active means growth inhibition above about 70%; inactive means the rest.

SMILES	mlh1 rad18	mec2-1	yeast rad50	bub3	yeast sgs1 mgt1	yeast cln2 rad14
O=C(NP(=O)(O)NC(Cc1ccccc1)C(=O)O)OCc1ccccc1 (stereo not drawn)	-12.2	-6.7	-7.5	1.8	4.1	-18.9
Cc1cc(=O)c(O)c(C)o1	-1.7	-2.9	-1.4	-0.1	-3.4	2.5
Cc1cc(CN2CCN(CCO)CC2)c(O)c(CN2CCN(CCO)CC2)c1	-1.2	8.8	-1.6	-11.3	0.7	33.8
COc1cc(CCNC2=CC(=O)c3ncccc3C2=O)ccc1O	14.3	34.0	31.6	5.8	-8.2	5.0
CCS(=O)(=O)C(S(C)(=O)=O)S(=O)(=O)C(C)C (stereo not drawn)	14.0	31.6	-1.6	26.8	8.4	-9.2
N#CCc1ccc(C(=O)O)cc1	-9.9	-0.5	-16.2	-2.6	-1.3	-9.6
C[C@@]12C[C@@H](c3ccccc3O1)N1CCCCSC1=N2	25.4	12.1	22.1	16.9	29.2	22.5
O=C(/C=C\C(=O)Nc1cccc(N(Cc2ccccc2)Cc2ccccc2)c1)Nc1cccc(N(Cc2ccccc2)Cc2ccccc2)c1	82.0*	87.2*	61.5	46.2	85.5*	67.0
CCOC(CCCl)OCC	13.3	5.7	7.3	2.4	-2.9	89.2*
CN(C)c1ccc(C=O)c([N+](=O)[O-])c1	-2.6	11.2	-0.8	-11.4	-13.8	-21.8
CCN(CC)CCC(=O)NC1c2ccc(Cl)cc2Oc2c(C)cccc21 (stereo not drawn)	17.6	-14.2	54.6	-30.5	40.6	15.2
O=C(O)c1ccccc1C(=O)Cc1ccccc1	-9.6	-19.0	-14.7	-29.6	-6.7	-16.0
c1ccc(Cn2nnc(-c3ccccc3)c2-c2ccccc2)cc1	87.5*	87.6*	90.6*	94.0*	85.6*	87.8*
CC(C)CC(NC(=O)C(CO)NC(=O)OCc1ccccc1)C(=O)NC(Cc1ccc(O)cc1)C(N)=O (stereo not drawn)	13.7	-8.1	47.5	4.0	27.6	4.9
O=S(=O)(O)CCCC1S(=O)(=O)OCCOS1(=O)=O	-25.8	-21.8	-55.1	-1.3	-8.4	-16.4
O=C(/C=C\c1ccccc1)C(C(=O)/C=C/c1ccccc1)C(=O)c1ccccc1 (stereo not drawn)	32.8	-3.0	-1.5	-1.2	3.1	14.9
CC1CCNCC1	26.7	7.8	3.8	-3.6	6.8	-14.1
O=c1c(SCc2cccc(F)c2)c(SCc2cccc(F)c2)cnn1-c1ccccc1	-34.5	25.1	-1.6	9.9	-9.8	-17.1
S=C1Cc2c(-c3ccc(Br)cc3)cc(-c3ccccc3)nc2-c2ccccc2N1	23.2	14.7	19.9	22.9	23.4	20.6
COc1cc(CN)ccc1O	12.2	-6.2	1.6	11.8	-8.8	10.7
O=C1c2ccccc2C(=O)c2c1ccc(C(=O)O)c2[N+](=O)[O-]	28.0	16.6	29.4	19.7	32.2	31.8
c1cc(Sc2nc(Sc3ccncc3)nc(Sc3ccncc3)n2)ccn1	-7.2	8.6	5.2	-9.7	14.8	39.2
CCCCCCCC/C=C/CCCCCC1CCCC(C)N1 (stereo not drawn)	-2.5	-20.6	26.9	-11.2	2.3	3.6
NC(C(=O)c1ccccc1)c1ccccc1 (stereo not drawn)	-5.0	3.5	6.5	15.2	13.3	10.2
CN1C(=O)c2cccc3c([N+](=O)[O-])ccc(c23)C1=O	27.6	17.0	79.3*	10.2	73.2*	56.1
COC(=O)C1=C(C(=O)OC)SC(=C2C3=C(SC(C(=O)OC)=C(C(=O)OC)S3)c3ccccc32)S1	21.2	-2.1	31.1	-4.6	21.9	18.9
CCN(CC)C(=O)c1ccc(C)cc1	10.2	-4.2	15.6	-37.6	-2.8	-12.6
C#CCN1CC(OC)Nc2c(O)cccc2C1=O (stereo not drawn) (tested in a mixture with another compound)	-3.0	-26.9	47.0	-24.1	-27.4	-15.8
CCC(C#N)(c1ccccc1)N(CCc1ccccc1)C(=O)c1ccccc1 (stereo not drawn)	-22.1	-0.5	-5.8	-13.2	-12.9	-20.9
CCc1cc(-c2ccc(OC)cc2)c(C#N)c(=S)n1C1OC(CO)C(O)C(O)C1O (stereo not drawn)	7.7	-3.5	4.9	3.4	6.4	0.7
CCc1ccccc1N=Nc1c(N)nc(N)[nH]c1=O	12.2	32.9	-0.4	10.2	20.7	20.4
CN1C(=O)CCCCCCCCCCSc2ccccc21	98.8*	99.0*	99.0*	98.3*	99.2*	96.7*
O=C(O)NC(c1ccccc1)c1ccccc1	-18.6	-9.2	-4.0	-4.8	-8.1	-12.7
S=c1[nH]ncn1/N=C/c1ccccc1Cl	37.6	37.0	23.6	-5.7	54.4	22.9
Nc1c2c(=O)[nH]c(O)cc2nn1-c1ccccc1	-12.3	-7.0	-9.1	-3.4	-10.7	-13.9
Cc1ccc(N=Nc2ccc(O)c(=O)cc2)cc1	86.5*!	88.3*!	82.3*!	87.5*!	89.8*!	90.4*!
Cc1cccc(Cl)c1NC(=O)c1cc([N+](=O)[O-])cc([N+](=O)[O-])c1	29.5	-0.9	3.6	17.5	10.1	-7.4
CCN(CCC#N)c1cccc(C)c1	-7.5	1.6	-12.2	-16.8	-5.8	9.8
CC1CN(c2ccc(Cl)cc2)CC(C)(C)OC(=O)O1 (stereo not drawn)	-2.5	-16.1	-12.2	5.5	-10.6	0.2
Cc1cc(=S)[nH]c2ccccc12	4.5	8.8	-1.1	-17.9	2.8	-39.5
CC(=O)O[C@H]1CC[C@]2(C)C3=CC[C@]4(C)[C@@H](C(C)=O)CC[C@H]4[C@@]34C=C[C@]2(C1)C1C(=O)OC(=O)C14 (stereo partly drawn)	70.8*	20.7	58.2	56.9	29.4	-24.0
O=C(O)CCc1nn2c(nc1=O)sc1ccc3ccccc3c12	-6.5	-34.5	-14.8	-7.7	3.0	2.5
CC1OC(c2ccccc2)=CC(OCc2ccccc2)[C@H]1OCc1ccccc1 (stereo partly drawn)	3.0	-23.6	-18.9	-33.0	-19.0	-50.8
COc1ccc(C(=O)OC(C)CC(C)C)cc1 (stereo not drawn)	37.5	7.1	16.6	3.5	1.6	-3.3
CO[Si](CCCN)(OC)OC	35.9	-44.8	-0.7	11.8	-13.4	-8.7
CCOC(=O)CC(=O)CC	3.2	-16.6	8.5	-6.5	-18.8	7.5
NC(CS(=O)(=O)S(=O)(=O)CC(N)C(=O)O)C(=O)O (stereo not drawn)	-15.9	-8.3	-18.6	-12.4	-4.7	-61.0
COC(=O)/C=C/c1cccc([N+](=O)[O-])c1	-18.3	-2.2	-3.5	-0.7	20.7	-48.8
CCCCC(O)(CCCC)CC(C)C	5.8	19.5	8.4	-16.7	-2.4	-19.9
CC(=O)c1c(Cl)cc(Cl)c(Cl)c1Cc1c(Cl)c(Cl)cc(Cl)c1C(C)=O	9.6	9.8	9.5	6.0	7.0	18.2
CCOC(=O)C(Cc1ccccc1)C(=O)OCC	-8.8&-11.6	-1.9&4.5	-5.6&-11.2	19.8&4.8	-1.4&-5.5	-57.0&3.9
c1ccc2sc(SCN(C3CCCCC3)C3CCCCC3)nc2c1	29.3	26.2	51.7	56.9	43.5	20.2
O=C(c1ccccc1)C(c1ccccc1)C1(O)C(=O)Nc2c(Cl)cc(Cl)cc21 (stereo not drawn)	92.2*	93.3*	92.8*	93.2*	92.0*	87.0*
CCOc1ccccc1NC(=O)C(Br)C(Br)c1ccccc1 (stereo not drawn)	42.3	0.7	-1.1	20.1	30.9	-20.9
COc1ccc(NS(=O)c2ccc(Cl)cc2)cc1 (stereo not drawn)	13.9	12.8	13.0	11.4	28.3	8.7
CC12CCC(NC(=O)C(N)Cc3ccc(O)cc3)CC1CCC1C2CCC2(C)C(NC(=O)C(N)Cc3ccc(O)cc3)CCC12 (stereo not drawn)	24.4	7.5	40.1	-2.1	26.6	23.6
N#Cc1ccccc1-c1ccccc1/C=C/C(=O)O	12.4	-5.9	-20.4	-8.0	-9.5	11.8
C/C=C(\C)C(C#N)(CCCC)C(=O)OCC (stereo not drawn)	-24.2	-17.2	0.3	-25.4	-6.3	-14.7
Cc1ccc(S(=O)(=O)OCC2COC(C(C)C)OC2)cc1 (stereo not drawn)	-1.2	-3.0	5.5	48.0	9.3	2.1
CN(Cc1cnc2nc(N)nc(N)c2n1)c1ccc(C(=O)NC(CCC(=O)O)C(=O)O)cc1C(F)(F)F (stereo not drawn)	56.9	50.0	72.7*	75.5*	67.5	29.0
(next part)
SMILES	mlh1 rad18	mec2-1	yeast rad50	bub3	yeast sgs1 mgt1	yeast cln2 rad14
N#C/C(=C/c1ccc([N+](=O)[O-])o1)c1ccccc1	5.9	-20.1	75.8*	-13.7	27.9	32.8
O=C(O)C1CCC(CC2CC3CCC2C3)CC1 (stereo not drawn)	53.8	88.5*	74.7*	73.3*	41.8	44.2
O=C(/C=C(\Cl)c1ccc2c(c1)OCO2)OC/C=C\c1ccc2c(c1)OCO2	19.2	9.6	30.9	-7.4	25.1	20.3
COc1ccc(C(C)(C)c2ccccc2)cc1	-18.6	-45.1	-20.1	-24.6	-13.4	-19.9
NC(=O)/C(=C\c1ccc(OCc2ccccc2)c(OCc2ccccc2)c1)NC(=O)c1ccccc1	17.7	22.4	41.2	-3.6	44.0	32.6
COc1ccc2cc3c4cc(OC)c(OC)cc4cc[n+]3cc2c1	48.1	35.2	53.5	48.0	43.4	47.4
CCOC(=O)C(C)(C)Oc1ccc2c(-c3ccccc3)cc(=O)oc2c1	-25.6	-8.4	-9.2	-19.8	0.1	-13.1
O=C(O)c1cc2ccc(Cl)cc2c2c1C(=O)c1cc(Cl)ccc1-2	84.5*	57.5	90.3*	82.0*	82.5*	77.3*
COC(=O)[C@@H]1CCC(/C(C#N)=C2/CC[C@@H](C(=O)OC)N2)=N1	11.1	12.6	8.4	13.2	1.2	-5.1
C[N+](C)(C)CC(=O)N/N=C(/CC1OC(=O)c2ccccc21)c1ccccc1O (stereo not drawn)	10.9	-5.2	15.3	10.8	5.0	-2.2
CC1(C)CCCC2(C)C3Cc4occc4C(C(=O)O)C3C(O)C(O)C12 (stereo not drawn)	15.8	17.8	13.8	28.9	8.3	25.6
COc1ccc(OC)c2c(=O)cc(C(=O)O)[nH]c12	-8.9	1.8	1.4	0.7	8.8	-19.9
CCOC(=O)c1ccc[n+]([O-])c1	-10.8	-9.9	-2.4	-13.2	-18.6	-106.8
NC(CCCNCc1ccccc1)C(=O)O (stereo not drawn)	16.3	6.8	31.9	36.9	1.6	12.3
CN(C)C=NCCN1CCOCC1	-47.6	15.1	9.3	-7.1	26.8	5.5
Clc1ccc(C2=NCCN2)cc1	-15.3	-33.6	-15.2	-13.9	1.8	5.7
OC(C/C(=N\Nc1ccccc1)c1ccc(F)cc1)(C(F)(F)F)C(F)(F)F	98.6*	98.8*	98.3*	98.3*	98.5*	97.8*
CC/C(C)=C1\CCC(CN2CCOCC2)C1=O (stereo not drawn)	79.2*	72.0*	79.0*	62.9	66.3	48.8
C=C1C(=O)O[C@H]2C/C(C=O)=C\[C@H]3O[C@H]3/C(COC(=O)C(C)C)=C/CC12 (stereo partly drawn)	6.6	13.1	4.1	22.4	-4.3	7.0

Bioassay records: PubChem, NCI
